PAX8 reporter – inhibitors of PAX8 transcriptional activity in RMG-I cells. AID 652154. 360,000 tested, 1.2% active. RMG-I TPO-luciferase reporter, SteadyGlo, 24 h. inhibition, % at 12.6 µM;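 active = mean replicate inhibition at least 60% with every replicate also reaching 60%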;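 note: luciferase light reporting Pax8 driven TPO promoter activity; plate controls were median of neutral control wells for no effect and mitoxantrone controls for full effect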
S100A4 inh HTS – blocks human S100A4 binding to myosin IIA peptide | P26447 | S100A4/TAMRA-MyoIIA peptide fluorescence polarization | inhibition, % at 10.7 µM | 360,000 tested, 0.14% active;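 active = mean inhibition of at least 70% across replicates, with every replicate also reaching that level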
Target sequence (P26447 whole entry, looked up): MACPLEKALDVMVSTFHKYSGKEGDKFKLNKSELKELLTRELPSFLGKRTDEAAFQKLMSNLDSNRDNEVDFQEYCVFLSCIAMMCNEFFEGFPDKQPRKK
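Test system: S100A4 monomer protein; Medium: HEPES pH 7.2 with CaCl2, KCl, NaCl, DTT, Triton; Probe or stimulus: TAMRA-labelled myosin IIA heavy-chain peptide probe, 5 nM; Doses: one dose per compound; Times: polarization read 5 min after assay mix addition, stable 5–60 min; Benchmarks: neutral control DMSO, positive control TFP.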
FN deposition inh – fibronectin deposition inhibition. AID 743247. 350,000 tested, 0.086% active. inhibition, % at 12.6 µM. AH1F fibroblasts, Alexa488-fibronectin deposition fluorescence, overnight;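 active = mean inhibition across replicates of 30% or more, regardless of how many single replicates reach that level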;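 note: positive control wells lacked labelled fibronectin entirely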
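Schedule: 1 h cell adhesion before compound, then overnight fibronectin incubation; test system: AH1F fibroblast monolayer depositing Alexa488-labelled fibronectin into matrix; quantity: 10000 AH1F cells per well; probe or stimulus: fluorescent fibronectin at 24 nM final; signal: fluorescence, ex 485 nm, em 525 nm; evaluation: percent inhibition as loss of matrix-bound fibronectin fluorescence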
ERAP1 HTS inh – inhibitors of human ERAP1 aminopeptidase. Q9NZ08. recombinant ERAP1, Leu-AMC fluorescence, 60 min. inhibition, % at 10.7 µM. 340,000 tested, 0.15% active;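 active = mean replicate inhibition of at least 30%, or all replicates individually reaching that 30% level; inactive = mean below 30% and not every replicate reaching it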;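 note: 0% = neutral control wells and 100% = L-leucinethiol positive control wells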
Target sequence (Q9NZ08 whole entry, looked up): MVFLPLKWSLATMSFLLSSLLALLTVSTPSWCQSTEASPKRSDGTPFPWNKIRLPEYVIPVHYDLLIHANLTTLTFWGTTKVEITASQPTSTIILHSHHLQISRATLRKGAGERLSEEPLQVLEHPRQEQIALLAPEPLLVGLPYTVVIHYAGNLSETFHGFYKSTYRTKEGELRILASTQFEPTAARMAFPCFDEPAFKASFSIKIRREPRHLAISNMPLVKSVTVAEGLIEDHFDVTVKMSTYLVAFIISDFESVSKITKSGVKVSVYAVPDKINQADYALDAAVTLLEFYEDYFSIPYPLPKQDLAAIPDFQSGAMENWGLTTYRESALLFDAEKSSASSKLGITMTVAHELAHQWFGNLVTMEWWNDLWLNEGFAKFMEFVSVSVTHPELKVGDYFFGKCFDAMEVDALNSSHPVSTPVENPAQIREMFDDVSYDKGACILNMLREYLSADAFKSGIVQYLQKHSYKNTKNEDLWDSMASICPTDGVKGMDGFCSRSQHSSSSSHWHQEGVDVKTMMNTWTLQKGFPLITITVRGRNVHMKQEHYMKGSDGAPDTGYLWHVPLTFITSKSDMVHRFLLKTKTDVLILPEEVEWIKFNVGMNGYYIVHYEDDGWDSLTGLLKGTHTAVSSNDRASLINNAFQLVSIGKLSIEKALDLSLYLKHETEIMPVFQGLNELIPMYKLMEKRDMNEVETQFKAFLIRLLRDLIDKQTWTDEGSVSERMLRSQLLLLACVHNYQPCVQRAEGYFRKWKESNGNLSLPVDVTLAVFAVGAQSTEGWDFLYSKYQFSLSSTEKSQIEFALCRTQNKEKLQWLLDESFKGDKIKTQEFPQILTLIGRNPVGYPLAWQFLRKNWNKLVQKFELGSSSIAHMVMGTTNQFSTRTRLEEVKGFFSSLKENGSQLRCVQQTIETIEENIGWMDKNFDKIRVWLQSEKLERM
LGR2 inh – Drosophila LGR2 receptor signaling inhibition | HEK293 LGR2, CRE-luciferase, bursicon-stimulated, 4 h | inhibition, % at 9.99 µM | 380,000 tested, 0.35% active;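 active = drop in luminescence signal, shown as inhibition above about 50% in the replicate tests, limit read from the data, passing the limit was not always enough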;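 note: agonist challenge used bursicon conditioned medium at about half maximal strength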
PGC1a acetyl inh – PGC1a acetylation modulation, inhibitor mode; U2OS PGC1a acetylation, AlphaScreen anti-acetyl-lysine; with virally co-expressed GCN5 acetyltransferase; inhibition, % at 15.6 µM; 350,000 tested, 0.17% active;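 active = every replicate shows inhibition of at least 40%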;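 note: 0% = neutral control wells and 100% = positive control wells; some results beyond the cut were filed as inactive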
EWS-Fli inh – blocks EWS/Fli oncoprotein-driven transcription; AID 651661; A673 NR0B1-luciferase reporter, viability-normalised; inhibition, % at 12.6 µM; 350,000 tested, 0.67% active;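 active = mean inhibition of at least 50% after viability correction, with every replicate also passing that limit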;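 note: firefly luciferase signal divided by Alamar Blue viability fluorescence both relative to DMSO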
PglD DTNB – inhibitors of Campylobacter jejuni PglD acetyltransferase | inhibition, % at 12.5 µM | AID 602405 | 360,000 tested, 0.098% active | purified PglD enzyme, DTNB colorimetric CoA detection; in the data active = inhibition above about 16%, passing the limit was not always enough; note: strong numbers were not always called active
* hit, by the source's call; / = no result given; & = joins results of further samples.

#1 Cc1cccc(NC(=O)CSCc2nc3c(nnn3Cc3ccc(F)cc3)c(=O)[nH]2)c1C
#2 CCN(CC(=O)NCc1cccs1)C(=O)/C=C/c1ccc(OC)cc1OC
#3 COc1ccc(C#Cc2cnc3c(c2)C(=O)N([C@H](C)CO)C[C@H](C)[C@H](CN(C)S(=O)(=O)c2cccs2)O3)cc1OC
#4 CN1C(=O)c2cccc3c(S(=O)(=O)N(C)C)ccc1c23
#5 O=C(Nc1ccc(N2CCOCC2)nc1N1CCOCC1)c1cccc(C(F)(F)F)c1
#6 O=C1OCC/C1=C1/NCCNC1=O
#7 C[C@H]1CN([C@@H](C)CO)C(=O)c2cccc(NC(=O)Nc3ccc(F)cc3)c2O[C@@H]1CN(C)C(=O)Nc1cccc2ccccc12
#8 Cc1ccc(S(=O)(=O)N(CC(=O)NN=C2CCN(C)CC2)c2ccc(C(C)C)cc2)cc1
#9 O=C(CCNC(=O)c1ccccc1Cl)Nc1cccc(S(=O)(=O)N2CCOCC2)c1
#10 COc1ccc(CNC(=O)Cn2cc(C)c(=O)[nH]c2=O)cc1

entry no.	1	2	3	4	5	6	7	8	9	10
PAX8 reporter	-4	-20	/	5	21	4	/	-4	-1	-17
S100A4 inh HTS	-14	1	1&-5	-1	0	2	-4	-4	4	0
FN deposition inh	-5	1	-6	3	-1	0	/	-2	-4	5
ERAP1 HTS inh	-1	0	0&1	-10	-1	1	-1	-3	-3	/
LGR2 inh	-5	-5	-16	-6	4	/	15	-1	-1	-14
PGC1a acetyl inh	5	-7	-61&-32	/	/	17	-6	1	0	5
EWS-Fli inh	2	2	-10&4	17	2	3	11	-1	3	-4
PglD DTNB	/	5	5&4	0	/	3	-6	4	4	-3

#11 CN(CCc1ccccc1)C(=O)c1ccc(NC(=O)Cc2cccc([N+](=O)[O-])c2)cc1
#12 O=C(C[C@H]1CC[C@H]2[C@@H](COC[C@@H](O)CN2S(=O)(=O)c2ccc(F)cc2)O1)N[C@H]1CCN(Cc2ccccc2)C1
#13 CS(=O)(=O)N1CCN(c2ccc(NC(=O)COc3ccccc3[N+](=O)[O-])cc2)CC1
#14 COc1ccc(NC(=O)Nc2ccc3c(c2)C(=O)N([C@H](C)CO)C[C@@H](C)[C@@H](CN(C)S(=O)(=O)c2ccc(OC)cc2)OCCCC[C@H](C)O3)cc1
#15 COC(=O)[C@@]12C[C@@H](CC(=O)N3CCN(C(=O)c4ccco4)CC3)C(=O)N(Cc3ccc4c(c3)OCO4)C1=CCC(C)(C)C2
#16 CCOC(=O)CC[C@H](NC(=O)Cn1cnc2c(OCc3ccccc3)ncnc21)C(=O)OCC
#17 Cc1cnc(C(=O)Nc2ccc(C)c(S(=O)(=O)N3CCCCC3)c2)cn1
#18 CO[C@H]1CN(C)C(=O)c2cc(NS(=O)(=O)c3ccc(-c4ccccc4)cc3)ccc2OC[C@@H](C)NC[C@@H]1C
#19 COc1cc2nc(N(CCCN(C)C)C(=O)c3ccc(C(=O)c4ccccc4)cc3)sc2cc1OC
#20 CCOc1c(O)ccc(C2NC(=O)NC(C)=C2C(=O)OC)c1[N+](=O)[O-] (stereo unspecified)

entry no.	11	12	13	14	15	16	17	18	19	20
PAX8 reporter	13	8	25	0	-10	3	-4	/	14	-11
S100A4 inh HTS	1	-20	-1	/	-2	-5	-4	-2	-1	-15
FN deposition inh	-15	-10	4	8	3	5	-4	9	8	/
ERAP1 HTS inh	-1	-5	2	/	-1	0	3	-4	6	4
LGR2 inh	1	3	-10	-21	0	-16	-8	3	1	-11
PGC1a acetyl inh	/	-2	/	-11	/	0	3	-12	-4	2
EWS-Fli inh	10	1	-28	-25	-1	-2	4	6	12	-3
PglD DTNB	-2	3	3	-3	/	1	0	-1	0	0

#21 COCC#Cc1ccc2c(c1)O[C@@H](CN(C)C(C)=O)[C@H](C)CN([C@@H](C)CO)S2(=O)=O
#22 COC(=O)C1CCN(S(C)(=O)=O)CC1
#23 CC(C)Nc1ccc(C(CC(N)=O)NC(=O)Cc2ccc(Br)cc2)cc1[N+](=O)[O-] (stereo unspecified)
#24 O=C(O)CSc1nnc(-c2ccc3c(c2)OCO3)o1
#25 CCCn1c(=O)c2[nH]c(C3CCCC3)nc2n(CCC)c1=O
#26 O=C(CCN1C(=O)c2ccccc2C1=O)c1ccccc1
#27 COc1ccccc1NC(=O)N[C@@H]1CC[C@@H](CCn2cc(C3(O)CCCC3)nn2)O[C@@H]1CO
#28 COc1c2ccoc2c(OC[C@@H](O)C(C)(C)OC)c2oc(=O)ccc12
#29 O=C(Nc1cccc(Cl)c1)N[C@@H]1CC[C@H](CCNC(=O)C2CCCC2)O[C@@H]1CO
#30 COc1ccc(S(=O)(=O)Nc2ccc3c(c2)CC(=O)N([C@@H](C)CO)C[C@H](C)[C@H](CN(C)Cc2ccncc2)O3)cc1

entry no.	21	22	23	24	25	26	27	28	29	30
PAX8 reporter	/	-13	-12	/	-15	-64	4	-9	10	-11
S100A4 inh HTS	-11	/	18	/	-2	-7	0	-5	4	4
FN deposition inh	-5	8	4	-6	0	-8	-6	5	1	4
ERAP1 HTS inh	-2	/	0	/	-2	-3	-5	6	2	0
LGR2 inh	-2	/	/	5	-5	-42	13	/	2	1
PGC1a acetyl inh	2	-6	/	7	11	-3	1	9	1	5
EWS-Fli inh	-1	/	4	/	7	-17	3	-3	0	-1
PglD DTNB	-4	-96	-5	-7	2	0	-4	3	1	7

#31 O=C(CCCN1C(=O)NC2(CCCC2)C1=O)NCc1ccccc1
#32 COc1ccc(S(=O)(=O)N2N=C(c3ccc(NS(C)(=O)=O)cc3)CC2c2ccco2)cc1 (stereo unspecified)
#33 Cc1cnn(C(=O)c2cc(-c3ccccn3)nc3ccc(Cl)cc23)c1
#34 COc1ccccc1-c1cn(CC[C@@H]2CC[C@@H](NS(=O)(=O)c3ccccc3C)[C@@H](CO)O2)nn1
#35 CS(=O)(=O)N1[C@H](C#N)[C@H](c2ccccc2)[C@H]1CO
#36 O=C(C[C@@H]1C[C@@H]2c3cc(NC(=O)Cc4ccncc4)ccc3O[C@@H]2[C@H](CO)O1)NCc1ccc2c(c1)OCO2
#37 N#Cc1ccccc1S(=O)(=O)N1CCN(C(=O)c2ccc(-n3cncn3)c([N+](=O)[O-])c2)CC1
#38 c1ccc(CSc2nnc3ccc(-c4ccncc4)nn23)cc1
#39 CCC(=O)Nc1ccc(NC(=O)c2ccco2)cc1
#40 CC(=O)N1CCN(C(=O)C2CCN(S(=O)(=O)c3ccccc3C(F)(F)F)CC2)CC1

entry no.	31	32	33	34	35	36	37	38	39	40
PAX8 reporter	0	15	10	19	-22	-7	-10	1	/	1
S100A4 inh HTS	-2	-3	11	2	15	9	-1	0	1	-8
FN deposition inh	2	-8	/	-3	-35	/	0	0	/	/
ERAP1 HTS inh	-2	-1	2	-5	1	1	0	5	10	-8
LGR2 inh	12	-12	7	33	11	-2	0	-3	-14	-18
PGC1a acetyl inh	/	3	5	-4	-9	-9	-8	10	0	17
EWS-Fli inh	1	6	13	11	-10	7	-2	-38	-66	2
PglD DTNB	-3	/	/	3	0	-2	-3	-1	3	-4

#41 CN(CCOc1ccccc1)C(=O)C1CCC(=O)N(CCCN2CCCC2=O)C1 (stereo unspecified)
#42 O=C(C1CC1)N1CCCCN2[C@@H](CO)[C@@H](c3ccc(C#CC4CC4)cc3)[C@@H]2C1
#43 CC(=O)Nc1cccc(-c2ccnc3c2CC(C)(C(=O)Nc2cccc(C(F)(F)F)c2)O3)c1 (stereo unspecified)
#44 Cc1ccc(C)c(-n2nnnc2SCC(=O)c2c(N)n(C)c(=O)n(C)c2=O)c1
#45 CCC(C)[C@H](NC(=O)Nc1ccccc1F)C(=O)O (stereo partly specified)
#46 COCCn1c(=O)[nH]c2cc(C(=O)N3CCN(c4ccc(OC)cc4)CC3)ccc2c1=O
#47 C[C@H]1CN([C@@H](C)CO)C(=O)c2cc(-c3cncnc3)cnc2O[C@@H]1CN(C)Cc1ccccc1
#48 O=C(Nc1cccc(Cc2ccccc2)c1)Nc1ccc2nc([C@@H]3O[C@H](CO)[C@@H](O)[C@H](O)[C@H]3O)[nH]c2c1
#49 COC(=O)[C@]12C[C@H](CC(=O)NCCCN3CCCC3=O)C(=O)N(Cc3ccccc3)C1=C[C@H](C(C)(C)C)O[C@@H]2C
#50 CO[C@H]1CN(C)C(=O)c2cc(NC(=O)C3CCC3)ccc2OC[C@H](C)N(C(=O)NC(C)C)C[C@H]1C

entry no.	41	42	43	44	45	46	47	48	49	50
PAX8 reporter	5	-3	12	6	5	1	4	-18	6	-9
S100A4 inh HTS	5	17	8	2	7	-3	-5	6	-1	-7
FN deposition inh	-1	/	30*	-1	5	6	1	1	1	3
ERAP1 HTS inh	-1	0	0	-5	0	0	0	/	-4	0
LGR2 inh	7	/	17	0	-4	9	-27	25	8	0
PGC1a acetyl inh	-3	13	-5	/	9	2	14	/	/	-6
EWS-Fli inh	/	-20	-3	2	-14	18	-9	-6	6	-3
PglD DTNB	-5	-2	-1	/	/	-3	-2	-4	/	1

Gathered by group, the entries above with an NH in an aromatic ring (five)
#1 Cc1cccc(NC(=O)CSCc2nc3c(nnn3Cc3ccc(F)cc3)c(=O)[nH]2)c1C
#10 COc1ccc(CNC(=O)Cn2cc(C)c(=O)[nH]c2=O)cc1
#25 CCCn1c(=O)c2[nH]c(C3CCCC3)nc2n(CCC)c1=O
#46 COCCn1c(=O)[nH]c2cc(C(=O)N3CCN(c4ccc(OC)cc4)CC3)ccc2c1=O
#48 O=C(Nc1cccc(Cc2ccccc2)c1)Nc1ccc2nc([C@@H]3O[C@H](CO)[C@@H](O)[C@H](O)[C@H]3O)[nH]c2c1

entry no.	1	10	25	46	48
PAX8 reporter	-4	-17	-15	1	-18
S100A4 inh HTS	-14	0	-2	-3	6
FN deposition inh	-5	5	0	6	1
ERAP1 HTS inh	-1	/	-2	0	/
LGR2 inh	-5	-14	-5	9	25
PGC1a acetyl inh	5	5	11	2	/
EWS-Fli inh	2	-4	7	18	-6
PglD DTNB	/	-3	2	-3	-4

Next compounds.
#51 Cc1cc2nc(-c3ccccc3)c(CC(C)(C)C)n2c(C)c1Br
#52 O=C(Cc1ccc(Cl)c(Cl)c1)Nc1cccc(S(=O)(=O)N2CCOCC2)c1
#53 Cc1cnn(C(=O)c2cc(-c3ccccc3)nc3ccccc23)c1
#54 N#C/C(=C\c1cc(Br)ccc1F)C(=O)NC1CC1
#55 CCCCCCn1cc(CN2CC(N(C)CC)CS2(=O)=O)nn1 (stereo unspecified)
#56 CC1CCCC(C)N1C(=O)CSc1nc2ccccc2c(=O)[nH]1 (stereo unspecified)
#57 CN1CCN(C(=O)C[C@H]2C=C[C@H](NC(=O)Nc3ccccc3F)[C@@H](CO)O2)CC1

entry no.	51	52	53	54	55	56	57
PAX8 reporter	24	20	/	14	-5	-1	-17
S100A4 inh HTS	-7	-17	/	1	2	-1	-4
FN deposition inh	-19	9	-9	/	-6	/	4
ERAP1 HTS inh	6	9	/	-2	/	-1	-1
LGR2 inh	6	-6	-14	7	-2	-14	3
PGC1a acetyl inh	-25	1	-6	5	/	/	4
EWS-Fli inh	3	7	/	3	5	0	4
PglD DTNB	6	/	2	2	/	-5	-5

Profiles, looked up by structure:
`CN1CCN(C(=O)C[C@H]2C=C[C@H](NC(=O)Nc3ccccc3F)[C@@H](CO)O2)CC1` in the list: PAX8 reporter = -17; S100A4 inh HTS = -4; FN deposition inh = 4; ERAP1 HTS inh = -1; LGR2 inh = 3; PGC1a acetyl inh = 4; EWS-Fli inh = 4; PglD DTNB = -5
`CC1CCCC(C)N1C(=O)CSc1nc2ccccc2c(=O)[nH]1` (stereo unspecified) in the list: PAX8 reporter = -1; S100A4 inh HTS = -1; FN deposition inh = /; ERAP1 HTS inh = -1; LGR2 inh = -14; PGC1a acetyl inh = /; EWS-Fli inh = 0; PglD DTNB = -5

High-throughput results: PubChem, Broad Institute
